Screening data from PubChem.
TWEAK Fn14 block – blocks TWEAK-Fn14 interaction in a reporter cell assay. TWEAK-stimulated Fn14 reporter cells, luciferase luminescence, 8 h. actives 2% (n = 360,000). inhibition, % at 10 µM. AID 1159606; in the data active = inhibition above about 50%
CF NFkB block – inhibitors of cystic fibrosis induced NF-kB; KKLEB NF-kB-GFP reporter, PAF-induced, GFP fluorescence overnight; inhibition, % at 5 µM; actives 0.86% (n = 360,000);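 active = at least 50% inhibition at 5 µM, scaled per plate between neutral and stimulator controls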;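 also: PAF is a Pseudomonas aeruginosa culture filtrate used as stimulus; plate controls were PAF-stimulated DMSO wells for no effect and unstimulated DMSO wells for full effect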
aDG glyco act – alpha-DG glycosylation activation; Pro5-aDG cells, alpha-DG glycosylation AlphaScreen (IIH6); 0% Pro5, 100% B10-LARGE cell signal; activation, % at 10 µM; actives 0.22% (n = 360,000); AID 624168;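 active = activation of at least 8% versus controls, or a plate z-score of at least 8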;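 also: Pro5 are CHO cells carrying HIG-tagged alpha-DG that lacks glycosylation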
Peg3 prom inh – Peg3 promoter activity inhibition. inhibition, % at 20 µM. AID 588405. HeLa PEG-Prom luciferase reporter, luminescence, overnight. actives 1.7% (n = 360,000);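 active = inhibition of at least 50% at 20 µM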
NR2E3 ag-1 – activates human NR2E3 receptor; Q9Y5X4; CHO-S Gal4-NCOR/VP16-NR2E3 two-hybrid, luciferase; inhibition of corepressor binding, % at 3.98 µM; actives 0.35% (n = 360,000); AID 602229;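 active = inhibition above the mean of all tested compounds plus 3 SD, cut at about 70% in these data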;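 also: 0% = DMSO with NR2E3 transfected cells and 100% = cells lacking NR2E3 construct; higher means lower luciferase signal from less NR2E3 corepressor binding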
Target sequence (Q9Y5X4 whole entry, looked up, the tested form may be a part): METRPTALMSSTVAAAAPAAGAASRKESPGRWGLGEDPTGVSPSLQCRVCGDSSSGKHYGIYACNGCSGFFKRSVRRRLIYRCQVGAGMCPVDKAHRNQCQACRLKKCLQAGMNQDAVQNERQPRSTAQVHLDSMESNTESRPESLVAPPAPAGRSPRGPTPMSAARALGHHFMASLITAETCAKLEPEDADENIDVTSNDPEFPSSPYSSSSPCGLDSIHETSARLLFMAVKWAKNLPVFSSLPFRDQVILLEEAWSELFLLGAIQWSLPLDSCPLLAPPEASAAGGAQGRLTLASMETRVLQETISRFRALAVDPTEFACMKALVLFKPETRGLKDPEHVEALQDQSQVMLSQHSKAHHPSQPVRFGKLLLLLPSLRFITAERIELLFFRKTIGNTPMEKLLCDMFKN
Shn3 inh set2 – reduces Shn3 3'UTR luciferase signal in osteoblasts. Clone20 osteoblast Shn3 3'UTR firefly luciferase, 24 h. inhibition, % at 12.5 µM. actives 0.52% (n = 360,000);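 active = mean inhibition of at least 75% with every replicate also reaching 75%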;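 also: 0% = median of neutral control wells and 100% = pilot-screen positive control compound; some compounds past the cut are filed as inactive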
hiPSC survival – hiPSC single-cell survival enhancement; ATPlite luminescence; 100% = ROCK inhibitor wells, 0% = DMSO; actives 0.044% (n = 360,000); survival enhancement, % at 20 µM; in the data active = survival enhancement above about 18%;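 also: cells exposed to compounds for 16 hours before the ATP read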
NR2E3 ag-2 – NR2E3 (human) agonism | Q9Y5X4 | GST-NR2E3/biotin-RetCOR TR-FRET, 1536-well | inhibition of corepressor binding, % at 4.78 µM | actives 0.12% (n = 320,000) | AID 2300;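 active = percent inhibition above the cutoff of mean plus 3 SD of all tested compounds, set per screening campaign, cut at about 20% in these data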;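 also: 0% = DMSO wells and 100% = biotin wells as full block of FRET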
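Material: NR2E3–RetCOR corepressor complex / Incubation: Compound–protein incubation for 5 h at 4 °C / Dosing: compound at 4.8 µM, single dose / Detection: time-resolved FRET / Benchmarks: high control biotin, low control 0.6% DMSO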
HIF-2a inh – HIF-2a inhibition; 786-0 RCC cells HIF-2a reporter, luciferase luminescence, overnight; inhibition, % at 18.8 µM; actives 0.72% (n = 360,000); AID 624352;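 active = inhibition of the luminescence signal of 40% or more relative to plate controls, in a single-dose primary screen at 18.75 µM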
TRPM1 prom inh – inhibitors of MITF-driven TRPM1 promoter in melanoma cells; inhibition, % at 12.5 µM; actives 0.83% (n = 330,000); AID 488899; SK-MEL-5 TRPM1 promoter luciferase, 24 h;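 active = mean inhibition across replicates of 60% or more, whatever share of single replicates reaches that level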; also: values of inactives mirror those of a sister screen read the other way
KKLEB tox – CF airway cell cytotoxicity counter-screen. activity change (cytotoxicity), % at 5 µM. actives 0.36% (n = 360,000). KKLEB CF airway cells viability, ATPlite luminescence, overnight; stronger effect = lower value; cells stimulated with P. aeruginosa culture filtrate;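 active = corrected activity change at or below -50% at 5 µM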
Active calls of the source: *; nt = no result given.

Screens in order: TWEAK Fn14 block	CF NFkB block	aDG glyco act	Peg3 prom inh	NR2E3 ag-1	Shn3 inh set2	hiPSC survival	NR2E3 ag-2	HIF-2a inh	TRPM1 prom inh	KKLEB tox
1) CCn1c(SCC(=O)Nc2nc(C)cs2)nnc1-c1cccnc1
→ 10.5	11.8	0.2	4.8	-1.5	-3.5	-3.1	-1.0	5.1	2.2	-9.2
2) OC(CNCc1ccccc1)COCc1ccc(Cl)cc1 (centres undefined)
→ -19.2	6.9	0.7	2.0	-11.2	-4.5	0.3	5.7	9.8	-6.2	-9.7
3) CN(C)CCCNC(=O)c1cc(C(=O)Cc2ccc(Cl)cc2)c[nH]1
→ 5.3	-0.2	-0.1	0.2	-10.7	7.1	-0.6	-5.2	2.4	-5.1	-2.4
4) c1ccc(Oc2ccc3ccccc3n2)cc1
→ -24.9	11.0	-0.2	-109.0	-29.0	-47.8	-1.4	-2.3	-120.3	-41.2	-4.5
5) COCCCN1C(=O)c2ccc(C(=O)N3CCN(c4ccccc4OC)CC3)cc2C1=O
→ -11.8	-2.5	0.2	-0.7	-24.8	2.5	0.1	-2.7	4.5	-1.5	7.5
6) COc1ccc(-n2nnc3c(=O)n(CC(=O)OCc4ccccc4)cnc32)cc1
→ 5.2	12.3	-0.1	-6.2	-12.7	-5.8	-4.3	0.8	6.3	nt	-19.2
7) Cc1cc(Cl)ccc1Oc1cccc(C(=O)/C(C#N)=C/N(C)C)c1
→ 7.5	-5.8	0.0	-1.8	-36.3	-2.2	-1.4	1.6	-7.7	3.4	7.3
8) Cc1ccccc1S(=O)(=O)NCC1CCCO1 (centres undefined)
→ -8.5	0.6	-0.1	19.8	nt	6.1	0.2	1.4	25.3	-4.5	-1.2
9) NS(=O)(=O)c1ccc(N2CCN(CCOc3ccc(Cl)cc3)CC2)nc1
→ 23.6	-9.2	1.2	10.0	37.8	38.7	-0.5	-4.8	-11.3	8.8	4.3
10) COC(=O)CN1C(=S)N(c2ccc(Cl)cc2)C(=O)C1CC(=O)Nc1ccc(Cl)cc1 (centres undefined)
→ 30.5	14.3	0.1	13.4	13.7	-21.0	-0.5	0.1	-10.8	8.2	-12.5
11) COc1ccc(-n2nnnc2CNC(=O)c2ccc(S(=O)(=O)N3CCOCC3)cc2)cc1
→ -2.9	17.0	-0.1	-1.2	-2.9	1.6	-0.2	-2.5	14.1	12.1	-3.4
12) CC(C)(C)C(=O)Nc1ccc2c(c1)OCCOCCOc1cc(NC(=O)C(C)(C)C)ccc1OCCOCCO2
→ -2.5	-21.3	-0.3	-5.3	-24.9	-17.4	-1.5	-1.1	13.3	-12.0	4.3
13) COc1ccc(C2=CSC3=NCCN23)cc1Cl
→ -14.3	-2.6	-0.1	11.0	-13.3	21.2	-0.6	-0.9	13.5	6.1	-1.0
14) O=C(NCc1cccc(C(F)(F)F)c1)c1cc(Cl)cc(Cl)c1
→ 11.1	8.3	0.3	24.5	-4.2	-21.5	5.0	1.8	-7.1	-0.7	6.4
15) N#CCCN(Cc1cccnc1)C(=S)NC(=O)c1ccc(S(=O)(=O)N2CCCC2)cc1
→ 4.9	12.1	0.4	6.2	-1.4	22.2	-0.5	-1.6	16.8	0.4	-0.6
16) COc1ccc(C(=O)NCc2ccccc2OC)cc1
→ -11.3	6.2	0.2	-9.1	-22.2	-4.5	-1.1	0.7	-21.7	-6.8	-4.1
17) O=C(Nc1c(-c2ccc(Cl)cc2)[nH][nH]c1=O)c1ccccn1
→ -4.0	-35.9	-0.1	-18.4	3.3	3.5	-1.4	nt	-19.2	nt	4.5
18) CCN(CC(=O)Nc1ccc(C(C)=O)cc1)CC(=O)Nc1ccccc1C(F)(F)F
→ 7.5	-11.7	0.5	21.3	-0.2	0.1	-0.6	2.7	-2.6	7.9	-1.7
19) CCN(CC(=O)NC(=O)NCc1ccccc1)Cc1ccccc1
→ 3.6	-1.0	0.2	13.2	7.2	-0.8	-0.4	-0.6	-2.1	2.7	11.1
20) CCCCn1nnc(NC(=S)NC(=O)c2ccc(OCC)c([N+](=O)[O-])c2)n1
→ -14.2	-12.0	0.0	-5.6	-33.0	10.6	0.6	1.6	-13.5	6.6	4.9

One compound at a time (already shown).
COc1ccc(-n2nnnc2CNC(=O)c2ccc(S(=O)(=O)N3CCOCC3)cc2)cc1 is listed with TWEAK Fn14 block: -2.9; CF NFkB block: 17.0; aDG glyco act: -0.1; Peg3 prom inh: -1.2; NR2E3 ag-1: -2.9; Shn3 inh set2: 1.6; hiPSC survival: -0.2; NR2E3 ag-2: -2.5; HIF-2a inh: 14.1; TRPM1 prom inh: 12.1; KKLEB tox: -3.4
O=C(NCc1cccc(C(F)(F)F)c1)c1cc(Cl)cc(Cl)c1 is listed with TWEAK Fn14 block: 11.1; CF NFkB block: 8.3; aDG glyco act: 0.3; Peg3 prom inh: 24.5; NR2E3 ag-1: -4.2; Shn3 inh set2: -21.5; hiPSC survival: 5.0; NR2E3 ag-2: 1.8; HIF-2a inh: -7.1; TRPM1 prom inh: -0.7; KKLEB tox: 6.4

The list continues:
Screens in order: TWEAK Fn14 block	CF NFkB block	aDG glyco act	Peg3 prom inh	NR2E3 ag-1	Shn3 inh set2	hiPSC survival	NR2E3 ag-2	HIF-2a inh	TRPM1 prom inh	KKLEB tox
21) COc1cc(NC(=O)CCS(=O)(=O)c2ccc3nc(C)sc3c2)cc(OC)c1OC
→ 8.1	-18.2	0.0	0.9	4.9	-0.9	0.2	0.4	-0.1	2.3	10.7
22) COc1ccc(N2CCN(C3CCCN(C(=O)CCN4CCCCO4)C3)CC2)cc1 (centres undefined)
→ 30.9	-0.9	0.0	-4.7	-6.5	-2.5	-0.1	nt	5.1	6.1	-10.4
23) COc1ccc(CN2C[C@@H](CO)O[C@@H](n3cnc4c(NC5CC5)ncnc43)C2)cc1
→ -5.8	0.1	0.6	7.2	22.9	-9.5	1.0	nt	-4.6	nt	-8.0
24) O=C(Cn1cc(C(F)(F)F)ccc1=O)Nc1ccccc1
→ 2.6	13.3	0.0	-51.6	-3.1	-17.7	-0.1	2.2	-56.9	-28.6	-8.9
25) CCOC(=O)C1C(=O)C(C(=O)OCC)C(c2cccnc2)NC1c1cccnc1 (centres undefined)
→ 8.8	-4.4	-0.5	-2.5	-3.1	-2.1	-2.3	-1.0	10.9	-1.4	4.0
26) COc1ccc(C2/C=C\CN(CC3CC3)CC(=O)N2Cc2ccc(F)cc2)cc1 (centres undefined)
→ 10.2	6.1	0.4	-3.5	1.1	10.4	1.6	3.9	1.7	0.6	-8.3
27) CC(=O)n1cc(/C=C2/N=C(c3ccccc3)OC2=O)c2ccccc21
→ -5.7	-8.3	-0.1	15.6	-19.5	1.2	0.6	-5.5	16.3	0.2	6.8
28) CC(C)=NNc1nc(-c2ccc(N3C(=O)CCC3=O)cc2)cs1
→ -32.8	3.7	0.0	-5.5	-6.5	1.1	-0.7	-1.6	-9.2	0.6	7.0
29) CC(C)CC(N)c1csc(NC(=O)Nc2ccccc2C(C)C)n1 (centres undefined)
→ 8.3	9.2	1.9	71.8*	-0.6	7.8	-2.6	nt	9.2	nt	-7.5
30) COc1ccc(C(=O)Nc2cc(C(C)=O)c(/C=C/N(C)C)oc2=O)cc1
→ -13.4	-11.9	0.0	-32.0	-44.5	-39.7	-1.0	-4.2	-25.5	-11.2	10.5
31) O=C(OCc1cc(Cl)ccc1OC(F)F)c1cccnc1
→ -4.3	-7.2	0.0	7.5	-8.3	2.0	-1.2	2.2	12.0	8.9	2.1
32) COc1ccc2[nH]c3c(c2c1)CCN1C(=O)N([C@@H](C)C(=O)NC2CC2)C(=O)[C@]31C
→ -7.2	-2.0	-0.3	8.2	14.7	1.7	-4.0	-1.3	21.8	5.6	-7.6
33) CCN(CC)S(=O)(=O)c1cc([N+](=O)[O-])ccc1N=Nc1c(O)n(C)c2ccccc12
→ -24.3	5.9	-0.3	3.7	0.6	-4.4	-2.0	0.3	20.4	-0.2	-12.3
34) O=Cc1c(Cl)cccc1Cl
→ 6.3	0.7	0.2	-1.4	-3.7	7.5	-0.3	-1.9	0.2	-7.0	-2.8
35) CNc1cnc(-c2ccccc2OC)cn1
→ -5.9	-8.7	-0.2	-33.6	10.4	-11.1	-0.9	nt	-41.7	nt	3.9
36) CC1(C)Oc2ccc3ccc(=O)oc3c2C(/C=N/O)C1=O (centres undefined)
→ -4.8	14.6	0.2	-4.3	7.8	24.4	1.2	1.4	9.3	-16.2	-11.4
37) CCOC(=O)C1C2C=CC3(CN(Cc4cccs4)C(=O)C13)O2 (centres undefined)
→ 6.2	-20.9	0.1	7.5	-10.1	-11.0	-2.1	-2.8	5.8	-3.7	6.8
38) c1ccc(-c2sc3ccccc3c2-c2ccc(OCCN3CCCC3)cc2)cc1
→ -10.2	52.4*	2.4	92.9*	7.1	-2.9	-3.3	nt	-0.4	-16.0	-41.5
39) O=C1OC(Oc2ccccc2)(c2ccccc2)c2ccccc21 (centres undefined)
→ -5.9	26.0	-0.1	33.3	11.6	12.9	-0.3	1.4	20.0	10.4	-6.6
40) COc1ccc([C@@H]2Sc3ccccc3N(CCN(C)C)C(=O)[C@@H]2OC(C)=O)cc1
→ 10.5	22.9	-0.3	-4.1	-11.6	8.1	0.7	1.7	1.6	-4.8	-13.2
41) Nc1ccc(C(=O)N/N=C/c2cn(Cc3cccc(F)c3)c3ccccc23)cc1
→ 8.1	14.5	0.4	15.9	-34.1	8.7	-0.1	nt	-34.2	5.9	-9.3
42) COc1ccc(/C=C2\CCn3c2nc2cc(C(=O)O)ccc2c3=O)cc1
→ 12.5	2.1	-0.1	6.7	-7.9	3.7	-0.4	-2.6	9.9	-2.7	7.4
43) CSCC[C@H](NC(=O)Nc1cccc(C(F)(F)F)c1)C(=O)O
→ -2.1	7.6	0.0	4.9	-10.4	-2.7	2.0	-0.7	14.5	6.9	-6.5
44) O=C(c1cc(Br)ccc1OC(F)F)N1CCN2CCCC2C1 (centres undefined)
→ 4.0	15.8	-0.2	-3.1	-7.7	-5.8	-2.2	-2.1	6.1	2.3	6.3
45) COc1ccc(OC)c2sc(NC(=O)C3CC3)nc12
→ 10.9	-51.4	-0.1	-16.8	-10.7	-6.5	3.0	0.7	-8.7	2.7	9.3
46) COc1ccccc1NC(=S)N(CCN1CCCCCC1)Cc1cccs1
→ -10.7	-5.7	0.0	29.3	4.3	-32.4	-0.3	2.5	16.4	0.9	5.6
47) Cc1nccn1CCCNC(=O)CC1C(=O)NCCN1Cc1ccccc1C(F)(F)F (centres undefined)
→ -8.7	6.6	0.0	6.3	-0.2	-16.1	0.7	2.2	14.3	-8.3	-13.2
48) COc1ccc(CCNC(=O)C2CC3Cn4c(nc5ccccc54)C3N2c2ccccc2)cc1 (centres undefined)
→ 17.5	-2.3	-0.1	-1.0	20.9	-16.2	3.2	0.1	-0.8	11.8	9.0
49) CNC(=O)CN1C(=O)C2C3C=CC(C3)C2C1=O (centres undefined)
→ -2.5	12.5	0.4	-2.5	-11.1	2.9	3.2	-0.6	23.4	-6.5	-2.8
50) CCOP(=O)(c1ccccc1)C1(C#N)CCCC1 (centres undefined)
→ 12.8	-2.9	0.0	7.3	-11.5	6.0	5.9	2.4	6.7	-15.2	-30.6
51) COc1cc(/C=N/Nc2ccc(C(F)(F)F)cn2)cc(OC)c1O
→ 17.1	25.2	-0.2	34.9	-12.9	-20.3	1.8	nt	-5.9	1.8	2.2
